Source: PubChem (Sanford-Burnham Center for Chemical Genomics)
A3G deaminase = APOBEC3G DNA deaminase inhibitors, primary screen, biochemical, fluorescence, single-stranded DNA substrate, uHTS. actives 0.28% (n = 330,000). recombinant A3G, ssDNA deamination FAM/TAMRA fluorescence. inhibition, % at 20 µM;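 active = inhibition of at least 40% at 20 µM, with no more than 30% in the related APOBEC3A deaminase screen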;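 note: plate controls were DMSO wells with A3G for no effect and wells lacking A3G enzyme for full effect; some compounds called inactive have numbers as strong as hits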
Target sequence (Q9HC16 whole entry, looked up): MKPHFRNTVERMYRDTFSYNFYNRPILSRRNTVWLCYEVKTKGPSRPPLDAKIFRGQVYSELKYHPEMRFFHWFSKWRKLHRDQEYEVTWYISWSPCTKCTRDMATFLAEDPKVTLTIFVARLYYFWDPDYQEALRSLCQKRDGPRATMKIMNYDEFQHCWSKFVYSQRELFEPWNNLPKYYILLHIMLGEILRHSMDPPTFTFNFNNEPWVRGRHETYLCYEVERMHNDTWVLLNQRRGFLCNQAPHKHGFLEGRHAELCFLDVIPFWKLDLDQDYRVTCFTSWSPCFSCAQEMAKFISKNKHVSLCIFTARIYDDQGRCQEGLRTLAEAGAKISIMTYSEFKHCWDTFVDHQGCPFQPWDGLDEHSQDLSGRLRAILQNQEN
SENP1 FRET inh = human SENP1 catalytic domain inhibitors, primary screen, biochemical, FRET, uHTS; recombinant SENP1 catalytic domain, CyPet-SUMO1-YPet FRET cleavage; AID 624204, 2012; Sentrin-specific protease 1 (Homo sapiens), Q9P0U3; inhibition, % at 10 µM; actives 0.21% (n = 360,000);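 active = inhibition at least 30% at 10 µM, raw YFP signal under a set limit, fluorescence ratio 0.5 to 1.5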;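 note: 0% = enzyme with DMSO and 100% = no enzyme wells; some results filed as inactive read as strong as hits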
Target sequence (Q9P0U3 419-644 limits assumed): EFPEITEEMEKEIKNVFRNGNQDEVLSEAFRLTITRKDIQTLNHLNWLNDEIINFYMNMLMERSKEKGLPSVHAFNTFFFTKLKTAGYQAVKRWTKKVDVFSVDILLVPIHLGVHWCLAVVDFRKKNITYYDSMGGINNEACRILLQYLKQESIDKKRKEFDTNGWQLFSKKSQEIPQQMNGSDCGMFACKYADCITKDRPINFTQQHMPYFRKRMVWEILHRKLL
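Compound: 10 µM single point, 0.5% DMSO; Test system: hSENP1 catalytic domain, recombinant; Timing: 50 min reaction at room temperature; Technique: FRET, CFP and YFP emission; Control set: no-enzyme wells low, DMSO-plus-enzyme wells high control.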
SENP8 block-1 = human SENP8 protease inhibitors, primary screen, biochemical, fluorescence, Nedd8 protein substrate, uHTS. recombinant SENP8. inhibition, % at 20 µM. actives 0.64% (n = 360,000). AID 602440, 2012; in the data active = inhibition mostly above about 40%, no sharp cut-off; inactive = mostly below about 27%
Target sequence (Q96LD8 whole entry, looked up): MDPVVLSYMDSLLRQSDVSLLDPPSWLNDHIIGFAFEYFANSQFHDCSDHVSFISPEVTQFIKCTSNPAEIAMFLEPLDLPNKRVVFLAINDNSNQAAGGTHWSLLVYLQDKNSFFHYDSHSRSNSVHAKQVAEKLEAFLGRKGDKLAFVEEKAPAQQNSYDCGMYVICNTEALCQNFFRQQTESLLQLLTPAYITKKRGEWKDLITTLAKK
SENP8 block-2 = SENP8 protease inhibitors, primary screen, biochemical, luminescence; actives 1.2% (n = 330,000); AID 2540, 2010; inhibition, % at 10 µM; purified SENP8, Z-RLRGG-aminoluciferin cleavage; in the data active = inhibition above about 50%
SENP6 inh = SENP6 protease inhibitors, primary screen, biochemical, luminescence, uHTS. Recombinant SENP6 catalytic domain, aminoluciferin luminescence. inhibition, % at 10 µM. actives 1.8% (n = 330,000);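 active = inhibition above about 50% at the single tested dose, limit read from the data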;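 note: plate controls were DMSO wells with enzyme for no effect and DMSO wells lacking enzyme for full effect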
UBC13 inh = UBC13 polyubiquitin chain formation inhibitors, primary screen, biochemical, TR-FRET, uHTS | Ubiquitin-conjugating enzyme E2 N (Homo sapiens), P61088 | inhibition, % at 20 µM | actives 0.47% (n = 330,000) | AID 485273, 2010; in the data active = inhibition above about 45%, passing the limit was not always enough; inconclusive = no clear call, values can overlap the other calls
Target sequence (P61088 whole entry, looked up): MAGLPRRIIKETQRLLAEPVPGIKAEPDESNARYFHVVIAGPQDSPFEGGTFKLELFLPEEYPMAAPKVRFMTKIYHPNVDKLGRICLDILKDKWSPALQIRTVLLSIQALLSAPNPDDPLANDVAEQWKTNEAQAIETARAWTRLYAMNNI
Apaf-1 inh = inhibitors of human Apaf-1 apoptosome, primary screen, biochemical, DEVD-Rh110 fluorescence, uHTS | inhibition, % at 20 µM | actives 0.71% (n = 330,000) | AID 489030, 2010 | reconstituted apoptosome caspase-3 activity; active = inhibition of at least 40% at 20 µM;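 note: plate controls were DMSO wells for no effect and DEVD-CHO caspase inhibitor wells for full effect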
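Material: biochemical Apaf-1 apoptosome reconstitution. Medium: Hepes buffer, pH 7.5. Also added: cytochrome c activation, bis-DEVD rhodamine 110 substrate. Timing: 30 min compound preincubation, 50 min activation, room temperature. Measured by: rhodamine 110 fluorescence at Ex 480/Em 540 nm.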
SENP7 inh = SENP7 protease inhibitors, primary screen, biochemical, luminescence, uHTS | recombinant SENP7, Z-RLRGG-aminoluciferin luminescence, 40 min | inhibition, % at 5 µM | actives 1.5% (n = 330,000) | AID 434973, 2010;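 active = inhibition above about 50% at the single test dose, limit read from the data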;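 note: plate controls were DMSO with enzyme for no effect and no enzyme buffer wells for full effect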
An asterisk follows results filed as active; i = inactive; ? = inconclusive; / = not tested or not shown.

A first look, 5 compounds:
SMILES	A3G deaminase	SENP1 FRET inh	SENP8 block-1	SENP8 block-2	SENP6 inh	UBC13 inh	Apaf-1 inh	SENP7 inh
COc1ccccc1C(=O)CN1C(=O)NC2(CCCCCC2)C1=O	-2.4	2.3	-7.4	0.6	9.9	18.6	1.8	10.5
O=C(/C(=C(/[O-])c1ccccc1)[n+]1ccccc1)c1ccc([N+](=O)[O-])cc1	-7.0	2.2	19.7	-0.7	-14.5	-3.8	2.4	-2.1
CCOc1ccc2[nH]c(=O)c(C(c3nnnn3CCOC)N3CCOCC3)cc2c1 (stereo unspecified)	-6.4	1.5	i	-2.3	7.4	3.1	-3.2	-1.1
O=C(NC(=S)Nc1cccc(NC(=O)c2ccc(Cl)cc2Cl)c1)c1cccs1	-0.6	-2.0	9.5	-2.9	-4.6	-0.2	5.7	3.0
CCc1ccc(S(=O)(=O)NCc2csc(-c3cccnc3)n2)s1	-4.6	-10.6	-1.2	2.6	-2.3	-0.9	3.7	-2.2

The whole of this part (from the top)
SMILES	A3G deaminase	SENP1 FRET inh	SENP8 block-1	SENP8 block-2	SENP6 inh	UBC13 inh	Apaf-1 inh	SENP7 inh
COc1ccccc1C(=O)CN1C(=O)NC2(CCCCCC2)C1=O	-2.4	2.3	-7.4	0.6	9.9	18.6	1.8	10.5
O=C(/C(=C(/[O-])c1ccccc1)[n+]1ccccc1)c1ccc([N+](=O)[O-])cc1	-7.0	2.2	19.7	-0.7	-14.5	-3.8	2.4	-2.1
CCOc1ccc2[nH]c(=O)c(C(c3nnnn3CCOC)N3CCOCC3)cc2c1 (stereo unspecified)	-6.4	1.5	i	-2.3	7.4	3.1	-3.2	-1.1
O=C(NC(=S)Nc1cccc(NC(=O)c2ccc(Cl)cc2Cl)c1)c1cccs1	-0.6	-2.0	9.5	-2.9	-4.6	-0.2	5.7	3.0
CCc1ccc(S(=O)(=O)NCc2csc(-c3cccnc3)n2)s1	-4.6	-10.6	-1.2	2.6	-2.3	-0.9	3.7	-2.2
CCOc1ccc(C(=O)CCc2nc3ccccc3s2)cc1	-7.9	2.0	7.9	-7.2	-12.7	5.4	7.4	-2.4
CCCCN(C)Cc1cc(=O)oc2ccc3ccccc3c12	-11.5	-2.3	-6.3	-1.4	-22.2	11.5	11.0	3.4
O=C1OCc2cc(NC(=O)C34CC5CC(CC(C5)C3)C4)ccc21	-1.9	2.1	19.6	-2.7	-13.3	1.3	14.4	2.3
O=C(N/N=C/c1ccncc1)c1cc(Br)ccc1OCc1ccccc1	-3.9	-1.0	15.7	3.6	1.5	3.3	-1.0	13.7
O=C(c1cccs1)N1CCN(CCc2ccccc2)CC1	-0.1	0.4	11.0	4.0	0.4	-4.4	0.9	5.9
O=C(c1cccnc1)N1CCN(S(=O)(=O)c2ccc(F)cc2)CC1	-9.3	-4.9	-4.0	2.5	-0.8	5.2	-0.8	0.3
CCCSc1nnc(CSc2ncccn2)n1C	-7.5	-1.7	13.3	-1.4	-9.0	11.7	-9.4	-3.7
O=C(NCc1ccc2c(c1)OCO2)C(=O)NCC1OCCCN1S(=O)(=O)c1cc(F)ccc1F (stereo unspecified)	-8.7	0.3	-5.5	-19.2	-12.8	6.5	-18.1	-3.9
O=[N+]([O-])c1cccn2cc(-c3ccc(Br)cc3)nc12	-1.7	-3.1	9.2	2.6	-12.9	-6.6	-3.8	1.9
CC1=CC2=NC(=O)CC(C)(C(=O)N(CC(=O)NC(C)C)C3CCCC3)N2C=C1 (stereo unspecified)	1.1	/	/	3.9	-0.8	7.6	-4.9	5.3
Cc1cccc(NC(=O)c2ccc(NCC3CCCO3)c([N+](=O)[O-])c2)c1 (stereo unspecified)	-5.8	-1.3	24.7	-7.4	-6.4	-37.3	11.2	-17.5
CCOC(=O)c1sc(N(C)C(C)=O)nc1C	4.1	0.2	11.3	3.0	7.3	4.8	-0.4	5.6
O=C(CC1S/C(=N/N=C/c2ccco2)NC1=O)Nc1cccc(Cl)c1Cl (stereo unspecified)	-5.9	2.3	-2.3	5.4	-13.9	-2.3	-4.1	-5.9
CC(=O)c1c(C)oc2ccc(NS(=O)(=O)c3ccc(F)cc3C)cc12	-1.6	0.4	13.3	5.8	-7.6	1.4	14.2	-5.5
CCN(C(=O)CSc1nnc(Cc2cccc3ccccc23)n1N)C1CCS(=O)(=O)C1 (stereo unspecified)	-2.9	2.7	3.8	-4.0	-4.2	1.6	-0.6	1.8
Cc1cc(Cl)ccc1NC(=O)CSc1nnc(-c2ccncc2)n1Cc1ccco1	-6.4	-18.2	-4.3	-11.4	-17.2	-6.1	15.7	-5.1
COc1ccc(-n2c(Cc3cccn3C)nnc2SCC(=O)Nc2ccc(Cl)cc2)cc1	-0.3	-0.3	-0.1	-2.3	3.3	-0.8	16.5	2.5
Cc1cccc(-n2c(SCC(=O)O)nc3sc4c(c3c2=O)CCCC4)c1	-10.1	-1.5	1.3	-0.2	-7.1	-2.4	-11.8	2.7
CC1(C)CC(=O)C(C(O)c2ccccc2)C(C)(C)N1 (stereo unspecified)	-5.6	2.5	17.9	-3.5	-8.5	9.9	2.7	-0.1
COc1ccc(N2C(=O)CC(NNC(=O)c3cccnc3)C2=O)cc1 (stereo unspecified)	-4.5	-1.3	4.1	0.8	-11.7	-2.1	-21.9	1.0
CCOc1ccccc1/C=C(/NC(=O)c1ccccc1)C(=O)NCC(=O)O	3.7	-7.8	12.9	1.7	6.3	-1.9	-11.3	3.4
Nn1c(SCc2cccc(F)c2)nnc1-c1ccncc1	-6.4	5.9	-2.3	3.0	-6.9	3.9	-30.6	3.1
Cc1c(C(=O)O)[nH]c2c1C(=O)CC(c1ccc(C(C)(C)C)cc1)C2 (stereo unspecified)	-2.8	-0.2	12.5	0.2	1.2	1.4	5.8	3.2
Cc1ccc(-c2nc(C(=O)O)cs2)cc1	-16.2	2.4	5.8	-0.9	-6.0	18.7	-22.6	4.4
O=C(Nc1ccccc1)c1ccc2nsnc2c1	-7.0	1.9	21.8	8.8	36.4	-9.4	14.4	35.8
C=CCN1C(=O)c2ccc(C(=O)N3CCN(S(=O)(=O)c4cccc([N+](=O)[O-])c4)CC3)cc2C1=O	-8.6	0.8	18.2	-9.5	-13.6	-1.5	1.1	-4.6
O=C1CCCN2N=C(SCC(=O)Nc3nccs3)SC2=N1	-6.3	-0.6	2.6	3.0	-20.3	2.4	-9.1	5.1
CCC1CCC(C(=O)NC(C(=O)NCCN2CCOCC2)C(C)C)CC1 (stereo unspecified)	-5.5	-0.1	12.9	2.5	-1.9	1.2	-1.2	-1.7
CCN=c1sc(C(=O)NCCc2ccccc2)cc(=O)n1CC	-3.9	1.7	9.2	1.4	1.0	8.2	2.0	9.4
Cc1cc(CN(C)C(=O)CC2C(=O)NCCN2Cc2c(F)cccc2Cl)n[nH]1 (stereo unspecified)	-10.4	-10.4	-42.7	-1.5	11.1	8.9	1.3	-1.6
CCN(CC)CCNC(=O)CCc1nn(C)c(=O)c2ccccc12	-5.2	0.1	19.3	2.9	-20.2	5.6	-0.8	4.7
CCc1ccc2[nH]c(=O)c(CN(Cc3ccc(F)cc3)C(c3nnnn3CCN3CCOCC3)C(C)C)cc2c1 (stereo unspecified)	0.9	-10.8	-26.3	0.0	9.0	32.6	25.3	11.5
CCN1CC=C2C(C#N)=C(N)C(C#N)(C#N)[C@H](c3ccoc3)[C@H]2C1	-4.8	-17.5	i	50.7*	72.9*	-21.4	24.6	39.3
CSc1nc2c(c(=O)[nH]c(=O)n2C)n1Cc1ccc(Cl)cc1	53.0*	2.3	12.5	0.6	1.1	-0.8	9.0	3.3
NC(=O)CC(NC(=O)c1ccc(Br)cc1)c1ccc(NCCc2ccc(F)cc2)c([N+](=O)[O-])c1 (stereo unspecified)	9.3	15.4	24.5	-1.0	-6.3	-64.9	24.4	4.7
COc1cc(/C=C/C(=O)OCC(=O)N2CCC(C)CC2)ccc1OCC#N	-2.2	4.8	-135.0	1.3	1.0	5.6	-2.4	8.8
CC1Cc2cc(/C(O)=C3/C(=O)C(=O)N(CCCN4CCOCC4)C3c3ccc(C(C)C)cc3)ccc2O1 (stereo unspecified)	1.1	-2.1	-20.2	-8.1	-2.7	-16.0	6.2	15.6
CSc1cccc(NC(=S)Nc2ccc(F)cc2)c1	0.6	-2.1	8.2	-1.6	-14.4	-4.5	-6.0	-7.9
COc1ccc(NC(=O)Nc2c[nH]c(=O)[nH]c2=O)cc1OC	-4.7	-13.2	15.7	0.9	-17.2	-2.3	-1.5	-4.8
Cc1ccc(CONC(=O)c2ccccc2Cl)cc1	7.2	2.7	1.3	0.9	7.6	-3.5	6.2	6.5
COc1cccc(S(=O)(=O)Nc2cccc(C(=O)N3CCCCCC3)c2)c1	-3.3	0.9	3.2	-5.2	2.4	-12.3	-3.0	2.1
C/C(N)=C(/C#N)C(=O)COC(=O)COc1ccc(Cl)cc1C	-4.5	6.9	15.2	-10.0	-2.6	-5.8	-6.1	-0.8
O=S(=O)(c1ccccc1)N1CCN=C1SCc1cccnc1	-5.4	0.2	4.5	-1.8	-4.9	-33.5	-0.6	-10.1
C/C(=N\Nc1ccc(S(=O)(=O)N2CCCCC2)cn1)c1cccc(Br)c1	-2.2	-1.0	3.9	-0.5	0.2	-1.1	17.1	2.7
COC(=O)/C=C/CSC1=N/C(=C/c2ccc(-n3cncn3)cc2)C(=O)N1	1.3	-4.6	i	-2.4	-9.8	-5.6	-1.7	-0.7

(more compounds)
SMILES	A3G deaminase	SENP1 FRET inh	SENP8 block-1	SENP8 block-2	SENP6 inh	UBC13 inh	Apaf-1 inh	SENP7 inh
CC1CCCCC1NC(=O)CSC1=Nc2ccccc2C2CC=NN12 (stereo unspecified)	-8.8	0.1	31.9	-2.6	-4.0	19.7	-0.5	5.0
Cc1cc(C)n(-c2nnc(C)n2/N=C/c2ccco2)n1	0.1	3.2	10.6	4.6	3.2	1.7	0.4	-1.5
CC1CCN(C(=O)C2CCN(S(=O)(=O)c3ccc(-n4cnnn4)cc3)CC2)CC1	-2.7	0.7	7.0	-2.6	-8.2	0.1	2.3	-3.8
COc1ccc(/C(O)=C2/C(=O)C(=O)N(CC3CCCO3)C2c2cccc(OC)c2)cc1 (stereo unspecified)	-2.1	1.6	-58.8	-9.1	-13.2	-1.0	-22.0	-0.5
CCOc1ccccc1NC(=O)c1ccccc1NS(C)(=O)=O	-2.1	1.1	-167.7	-2.3	7.0	2.3	-10.2	4.0
O=C(Nc1ccc2nc(-c3ccccc3)[nH]c2c1)c1cccs1	-4.4	-0.1	-2.6	-14.1	-3.7	1.3	-5.0	-0.7
CN(Cc1ccccc1)C(=O)CN1C(=O)NC2(CCCC2)C1=O	-9.5	0.5	-6.8	-3.6	2.3	6.2	-1.3	4.6
O=C(NCc1ccc2c(c1)OCO2)c1c[nH]c2ccc(S(=O)(=O)N3CCOCC3)cc2c1=O	-6.1	0.7	-48.4	7.6	2.8	8.5	-12.1	-1.7
COc1ccc(-c2c(C(C)=O)c(C)nc3sc4c(c23)NC(c2ccccc2)NC4=O)cc1 (stereo unspecified)	-4.2	0.6	-273.7	-0.4	-1.6	?	3.5	-4.5
CCOC(=O)c1cnc(SC2CC(=O)N(c3ccc(OC)c(OC)c3)C2=O)nc1N (stereo unspecified)	-3.9	-0.6	18.9	0.4	0.0	7.1	-2.7	0.2
